rCAG RNA binder: binds r(CAG) RNA repeats. 370,000 tested, 1.3% active. r(CAG) RNA repeat, TO-PRO-1 dye displacement fluorescence. inhibition, % at 3 µM;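 active means inhibition above the plate cutoff, the mean of all test compounds on that plate plus 3 SD, cut at about 35% in these data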;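 further: 0% = DMSO alone and 100% = 100 µM mitoxantrone as full dye displacement; higher means more dye released from RNA so lower well fluorescence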
NR1D1 modulator: modulators of human Rev-erb alpha DNA binding. 370,000 tested, 0.79% active. AID 1259318. activity, % at 10 µM. P20393. Rev-erbα–FITC-DNA binding, fluorescence polarization, 90 min;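 active means activity above about 14%, limit read from the data; passing the limit was not always enough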;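 further: 0% = DMSO wells with 35 nM protein and 100% = DMSO wells with 750 nM protein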
SMARCA2 activ: increases SMARCA2 function in MMTV reporter cells | AID 652017 | MG213 cells, MMTV-luciferase reporter, dexamethasone, overnight | 370,000 tested, 1% active | activation, % at 9.1 µM; in the data active means activation above about 7.8%;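 further: 0% = vehicle wells and 100% = reference activator wells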
GC-B act: GC-B (human) receptor activation; HEK293-GC-B cells, CNP EC30, cGMP TR-FRET; 0% at EC30 CNP, 100% saturating CNP; activation, % at 10 µM; 370,000 tested, 0.11% active; AID 1920062;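 active means activation at 10 µM reaching about 35% in either raw or pattern-adjusted values, limit read from the data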
ARFGAP1 inhibitor: inhibits rat ARF GTPase activating protein 1. Q62848. Arfgap1-stimulated ARF1 GTP hydrolysis, GDP FP detection. inhibition, % at 16.5 µM. 360,000 tested, 0.26% active;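 active means inhibition above a per-plate limit, mean inhibition of low control wells plus 3 SD, cut at about 25% in these data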;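 further: 0% = DMSO wells with enzyme and 100% = wells lacking Arfgap1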
Target sequence (Q62848 1-136 limits assumed): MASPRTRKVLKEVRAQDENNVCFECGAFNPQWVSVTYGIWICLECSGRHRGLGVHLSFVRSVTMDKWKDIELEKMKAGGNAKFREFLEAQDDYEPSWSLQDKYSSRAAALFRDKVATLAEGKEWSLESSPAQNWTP
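Material – truncated rat Arfgap1 GAP domain · Buffer or medium – HEPES-based buffer, pH 7.5 · Reagent – human ARF1(Δ1-17)-GTP substrate · Dosing – 16.5 µM single point, 1.26% DMSO · Schedule – GTP hydrolysis reaction 2 h at 25 °C · Technique – GDP detection by fluorescence polarization · Benchmarks – No-Arfgap1 wells (100%) versus DMSO full-reaction wells (0%) · Repeats – single replicate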
HTRA1 inh: HTRA1 (human) protease inhibition | Q92743 | recombinant HTRA1, FP-rhodamine activity-based probe, fluorescence polarization | inhibition, % at 5.96 µM | 340,000 tested, 0.5% active | AID 504803; in the data active means inhibition above about 36%;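 further: 0% = enzyme with DMSO and 100% = wells lacking enzyme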
Target sequence (Q92743 whole entry, looked up): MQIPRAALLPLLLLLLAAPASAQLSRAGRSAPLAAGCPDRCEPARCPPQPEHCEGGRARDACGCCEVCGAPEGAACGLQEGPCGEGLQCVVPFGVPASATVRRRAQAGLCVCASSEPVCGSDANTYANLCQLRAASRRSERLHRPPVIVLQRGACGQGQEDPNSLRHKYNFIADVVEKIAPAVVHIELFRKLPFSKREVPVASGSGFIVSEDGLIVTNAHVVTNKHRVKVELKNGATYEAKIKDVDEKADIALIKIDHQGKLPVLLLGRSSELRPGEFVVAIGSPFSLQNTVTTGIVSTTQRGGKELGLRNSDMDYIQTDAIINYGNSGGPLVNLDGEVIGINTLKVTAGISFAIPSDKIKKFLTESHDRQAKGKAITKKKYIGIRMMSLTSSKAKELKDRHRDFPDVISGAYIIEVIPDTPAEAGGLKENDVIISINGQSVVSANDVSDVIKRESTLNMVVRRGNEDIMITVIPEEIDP
GC-A act: GC-A (human) enzyme activation; activation, % at 10 µM; AID 1671463; 370,000 tested, 0.14% active; HEK293 GC-A cells, cGMP TR-FRET, EC30 ANP; 0% at EC30 ANP, 100% saturating ANP; in the data active means activation above about 40%
ABHD4 inh: ABHD4 (mouse) inhibition, primary FP screen | Q8VD66 | purified mABHD4, FP-Rh probe fluorescence polarization | inhibition, % at 8.92 µM | 370,000 tested, 0.54% active | AID 720543;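 active means inhibition exceeding the mean over every tested compound plus 3 SD, cut at about 30% in these data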;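 further: 0% = plate median of compound wells and 100% = S159A mutant with DMSO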
Target sequence (Q8VD66 whole entry, looked up): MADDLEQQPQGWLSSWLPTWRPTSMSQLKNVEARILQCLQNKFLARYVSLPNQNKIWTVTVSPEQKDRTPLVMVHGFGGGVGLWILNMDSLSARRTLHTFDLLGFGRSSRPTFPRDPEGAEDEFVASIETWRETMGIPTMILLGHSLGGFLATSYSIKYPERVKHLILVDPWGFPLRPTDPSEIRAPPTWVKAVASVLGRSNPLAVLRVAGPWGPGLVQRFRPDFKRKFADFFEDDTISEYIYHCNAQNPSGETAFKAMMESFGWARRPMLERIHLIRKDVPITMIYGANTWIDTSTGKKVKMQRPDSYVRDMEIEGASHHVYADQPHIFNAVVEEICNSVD
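Doses – 8.92 µM, single dose · Material – wild-type mouse ABHD4 protein · Replication – single well per compound (singlicate) · Measure – percent inhibition of probe binding, normalized to plate controls · Schedule – 45 min compound pre-incubation plus 60 min probe step, 25 °C · Detection – fluorescence polarization with parallel and perpendicular emission, 525/598 nm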
PG9 Ab binder: binds the HIV-1 gp120 antibody PG9; TR-FRET gp120-PG9 antibody binding; inhibition, % at 6.7 µM; 360,000 tested, 0.43% active; AID 624416; in the data active means inhibition above about 8.5%
ASAP1 inh: ASAP1 ArfGAP inhibition | Q9ULH1 | ASAP1-stimulated ARF1 GTP hydrolysis, GDP FP detection | inhibition, % at 16.5 µM | 360,000 tested, 0.19% active | AID 624377; in the data active means inhibition above about 25%;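 further: 0% = vehicle with enzyme and substrate and 100% = no enzyme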
* marks the source's active call; other numbers are inactive results; . = no result given.

SMILES	rCAG RNA binder	NR1D1 modulator	SMARCA2 activ	GC-B act	ARFGAP1 inhibitor	HTRA1 inh	GC-A act	ABHD4 inh	PG9 Ab binder	ASAP1 inh
C[C@]12C=C[C@H](O)CC1=CCC1C2CC[C@@]2(C)C1CCC21OCCO1 (some centres not stated)	-1	-1	-1	2	1	-3	-4	-6	0.5	14
COc1ccc(C(C)(O)c2nc(-c3cccc(C(C)C)c3)cs2)cc1 (configuration not stated)	2	-7	0	4	15	.	0	-20	-0.7	15
Cc1ccc(C)c(N2CCN(C(=O)c3cc(S(=O)(=O)N4CCOCC4)ccc3F)CC2)c1	1	7	-1	-3	-2	-2	-5	-10	0.8	-12
CC(=O)N1CCCc2cc(S(=O)(=O)N(C)Cc3ccccc3)ccc21	-1	2	-1	7	11	1	1	4	-1.3	2
COc1ccc2[nH]c(C(=O)Nc3ccc(F)cc3Br)cc2c1	7	68*	2	0	-8	7	3	4	16*	3
CC(=O)Nc1ccc(S(=O)(=O)N(C)c2ccc(OCCOc3ccccc3F)cc2)cc1	7	0	1	4	0	-30	2	-29	0.3	-8
O=S(=O)(Nc1nc2ccccc2nc1Nc1cccc(S(=O)(=O)N2CCCCC2)c1)c1ccccc1	31	1	-1	16	-4	-5	5	8	1.9	10
Cc1ccc(S(=O)(=O)Nc2ccccc2N=Cc2ccc([N+](=O)[O-])cc2[N+](=O)[O-])cc1	16	-6	-1	-7	-6	6	-5	23	-1.8	-5
CC(C)C(=O)Nc1nnc(CSCc2ccccc2F)s1	-9	-3	-2	-3	8	13	-1	-1	0.4	-16
COc1ccc(/C=C/C2=NNC(=O)CC2)cc1	-2	0	1	-5	14	6	0	7	-1.8	-7
COc1ccc(NC2CCCN(C(=O)COc3ccc(Cl)cc3C)C2)cc1OC (configuration not stated)	-4	6	-1	-4	8	1	-6	16	-0.4	0
CCOC(=O)c1ccccc1N/C=C1\CCCC1=O	-3	1	-2	7	3	-5	5	0	-1.8	10
CCCCCCCCN1C(=O)[C@@H](CC(=O)NCCC(C)C)C[C@@]2(C(=O)OC)C1=C[C@H](COCc1ccccc1)O[C@@H]2C	8	-1	-3	-4	.	.	1	2	.	.
Cc1cc2c(=O)n(Cc3ccco3)c(SCC(=O)NCc3ccco3)nc2s1	8	2	-2	-5	19	-4	-14	0	2.2	-3
Cc1nn(C)c(Cl)c1/C=N/OC(=O)c1ccc(F)cc1	-2	-5	1	6	-8	-2	1	2	0.0	6
CC(C)CNC(=S)N1CCC(C(=O)c2ccc3c(c2)OCCO3)CC1	-2	0	-3	2	-4	-8	-2	1	0.6	-7
CC1CCN(C(=O)c2ccc([N+](=O)[O-])o2)CC1	0	-3	-4	0	6	-13	0	6	-3.4	-1
CCCNc1sc(S(=O)(=O)CCC)nc1S(=O)(=O)c1ccc(C)cc1	-6	0	-3	-4	4	-4	0	-5	0.0	-7
CC(=O)N1N=C(c2cccc(Cl)c2)OC1c1ccc(C(C)C)cc1 (configuration not stated)	-2	2	1	1	-5	2	4	2	-1.3	4
CNC(=O)c1ccc(CN(C)C(=O)/C=C/c2ccc(S(=O)(=O)N3CCCCCC3)cc2)cc1	4	0	-3	0	-14	-6	0	-6	-0.9	-5
O=C(/C=C/c1ccccc1Cl)Nc1ccc(-c2nnc3n2CCCCC3)cc1	3	-3	10*	5	6	5	-1	6	0.5	4
Cc1c(NC(=O)COC(=O)C2=COCCO2)cccc1[N+](=O)[O-]	0	-4	-2	1	5	18	9	1	1.1	4
Cc1ccc(NC(=S)NNC(=S)Nc2cccc(C(F)(F)F)c2)cc1	16	7	-1	-14	9	8	-4	1	0.8	3
CC(C)c1cccc(-c2csc(C(O)c3ccc(F)c(F)c3)n2)c1 (configuration not stated)	4	1	-2	4	6	.	-2	-36	-2.5	-7
COc1ccccc1NS(=O)(=O)c1cccc(NC(=O)NCCCl)c1	-1	-3	-4	-2	-3	4	1	7	1.4	0

The results go on.
SMILES	rCAG RNA binder	NR1D1 modulator	SMARCA2 activ	GC-B act	ARFGAP1 inhibitor	HTRA1 inh	GC-A act	ABHD4 inh	PG9 Ab binder	ASAP1 inh
O=c1oc(C2(O)CCCCC2)cc2ccc(/C=C/c3ccc(F)cc3)cc12	7	3	2	12	-3	-26	4	-14	2.9	5
COc1ccccc1N1CCN(C(=O)c2cccc(S(=O)(=O)Nc3ccccc3F)c2)CC1	28	-3	-4	4	-1	6	-5	-2	0.2	-4
O=C1OC(Nc2ccc3c(c2)OCO3)c2ccccc21 (configuration not stated)	1	4	-4	1	12	7	1	-1	-1.9	10
COc1ccc(CCNc2c(N)n(Cc3ccccc3)c(=O)[nH]c2=O)cc1OC	1	1	2	6	4	1	6	6	-2.6	-9
CC(C)(C)CC(=O)NCCc1csc(-c2ccccc2)n1	3	-2	0	-3	8	-4	0	-3	-0.8	7
O=[N+]([O-])c1ccc(C=Nc2ccccc2)cc1	3	-3	-1	-6	-5	.	0	1	-0.8	7
C[C@@H]1CN([C@H](C)CO)C(=O)c2cc(C#C[C@@H](C)O)cnc2O[C@H]1CN(C)C(=O)c1ccc(F)cc1	4	15	0	5	-12	-1	-2	10	0.2	1
CCSc1nc(N)c2c3c(sc2n1)CCC3	3	1	1	-1	-3	0	6	1	5.1	4
NC(=O)C1(N2CCCCC2)CCN(C(=S)Nc2cccc(Cl)c2)CC1	0	3	-4	3	-8	-4	9	-2	0.1	1
Cc1ccc(S(=O)(=O)Oc2ccccc2N2C(=O)C3CC=CCC3C2=O)cc1 (configuration not stated)	-2	1	-1	3	-5	-3	1	-2	0.0	12
COc1ccc(/C=C/C(=O)Nc2cc(S(=O)(=O)N3CCOCC3)ccc2OC)cc1	4	-11	4	2	10	-8	-2	-6	0.7	0
O=C(Nc1nccs1)c1ccccc1Br	1	-7	0	0	7	-2	3	-2	-0.4	6
CC(C)(C)c1ccc(OCCC(=O)OCC(=O)NC2CCS(=O)(=O)C2)cc1 (configuration not stated)	-5	2	-1	1	-4	0	1	5	-0.1	-12
CSc1nnc2ccc(-c3cccs3)nn12	-1	11	0	4	9	-3	6	-3	0.2	1
COc1ccc(CNC(=O)c2noc(C)c2[N+](=O)[O-])cc1	6	-2	-6	-4	-9	-2	-5	-6	-3.4	7
O=C(NCc1ccccc1Cl)[C@H]1CCCN1C(=O)[C@H]1CCCN1C(=O)c1cccs1	2	3	-4	2	10	.	1	5	0.4	13
COc1ccc(Nc2nccc(-c3ccc([N+](=O)[O-])cc3)n2)cc1	4	2	-3	0	3	7	-3	6	-1.8	5
C[C@H](CO)N1C[C@H](C)[C@@H](CN(C)C(=O)Nc2ccc(N3CCN(C)CC3)cc2)OCc2cnnn2CCCC1=O	3	-2	-3	-2	-7	-1	0	1	0.5	11
CC(C)(C)NC(=O)COC(=O)c1ccc(S(=O)(=O)N2CCCC2)cc1	-5	1	0	3	-5	-5	1	3	0.2	0
CCOc1ccc(C(=O)CCC(=O)N2CCN(S(=O)(=O)c3cccc(F)c3)CC2)cc1	-2	8	0	-1	19	-7	-3	-7	0.8	11
CCOC(=O)COc1c(Br)cc(/C=C2\SC(=O)N(CC(=O)N3CCCC3)C2=O)cc1OC	0	4	-1	-4	9	5	8	-7	-0.4	-1
C[C@H](NS(=O)(=O)c1ccccc1)C(=O)N1CCN(C(c2ccccc2)c2ccccc2)CC1	7	4	-4	-1	-2	-9	-8	5	1.4	12
NC(=O)c1ccc[n+](CC(=O)c2ccccc2)c1	1	0	7	1	4	.	-3	4	-3.0	1
COc1ccc(C(C)NC(=O)CC23CC4CC(CC(C4)C2)C3)cc1 (configuration not stated)	0	0	-3	3	8	-16	-1	1	2.5	4
Cc1ccn2c(NC(C)(C)C)c(-c3cccs3)nc2c1	-7	-1	-1	0	-3	-6	-2	10	-3.5	-1

Complete entries from above. Screens in order: rCAG RNA binder, NR1D1 modulator, SMARCA2 activ, GC-B act, ARFGAP1 inhibitor, HTRA1 inh, GC-A act, ABHD4 inh, PG9 Ab binder, ASAP1 inh
Entry for COc1ccc(/C=C/C(=O)Nc2cc(S(=O)(=O)N3CCOCC3)ccc2OC)cc1 = 4, -11, 4, 2, 10, -8, -2, -6, 0.7, 0
Entry for COc1ccc(Nc2nccc(-c3ccc([N+](=O)[O-])cc3)n2)cc1 = 4, 2, -3, 0, 3, 7, -3, 6, -1.8, 5
Entry for O=C(NCc1ccccc1Cl)[C@H]1CCCN1C(=O)[C@H]1CCCN1C(=O)c1cccs1 = 2, 3, -4, 2, 10, ., 1, 5, 0.4, 13

(more compounds)
SMILES	rCAG RNA binder	NR1D1 modulator	SMARCA2 activ	GC-B act	ARFGAP1 inhibitor	HTRA1 inh	GC-A act	ABHD4 inh	PG9 Ab binder	ASAP1 inh
COc1cccc(C(=O)N2CCN(Cc3ccccn3)CC2)c1OC	-3	2	1	2	4	2	-2	5	-2.0	-5
CCN(CC)CCNC(=O)c1cc2c(=O)n(C)c3ccccc3c2s1	12	-1	14*	2	-4	1	14	1	0.0	-2
COc1ccc(Cl)cc1S(=O)(=O)N(C)CC(=O)NCCCn1ccnc1	0	5	0	-6	8	6	1	3	0.5	1
Cc1sc2nc(SC3CCOC3=O)n(Cc3ccccc3)c(=O)c2c1C (configuration not stated)	-1	2	1	-2	2	-24	3	-8	-2.6	-4
CC12CCC(=O)N1C(C(=O)N1CCN(S(=O)(=O)c3cccc(Cl)c3)CC1)CS2 (configuration not stated)	-5	12	2	-2	-1	6	1	-2	2.5	0
Cc1cccc(C(=O)NCC(=O)Nc2ccc(S(=O)(=O)Nc3nc(C)cc(C)n3)cc2)c1	8	0	-5	1	4	6	-3	-5	-1.6	14
Cc1ccc(NC(=O)CSc2nc3cc(C(=O)NCC4CCCO4)ccc3c(=O)n2CC2CCCO2)cc1 (configuration not stated)	6	8	-2	3	4	-11	4	-10	0.8	-9
CNC(=O)c1cc2cc(OC)ccc2oc1=N	1	-4	-1	-2	8	-3	6	7	1.1	0
Cc1nn(CC(=O)NCCN2CCOCC2)c(C)c1[N+](=O)[O-]	2	-3	2	5	-4	-6	0	-3	1.1	-1
Cc1csc(SCC(=O)NCc2ccccc2)n1	-3	0	-1	2	6	-1	-2	11	-0.9	0
CCCCOc1cccc(C2C(C(=O)c3cccs3)=C(O)C(=O)N2Cc2cccnc2)c1 (configuration not stated)	5	-6	-1	1	1	7	3	6	2.8	14
O=C(C[n+]1ccc(C(=O)NCc2ccccc2)cc1)c1ccc(Cl)cc1	4	-4	-1	6	16	-2	1	1	-0.8	2
O=C(Nc1ccc2c(c1)OCO2)C1CCN(C(=O)c2cccs2)CC1	0	4	1	3	2	6	3	-1	0.5	2
Cc1nnc(NNS(=O)(=O)c2ccc(Cl)cc2)[nH]c1=O	-2	-6	-2	4	9	3	-1	-8	0.1	-10
N#CCCN(C(=O)COC(=O)/C=C/c1cccs1)c1ccccc1	2	-5	1	1	-2	0	2	-3	1.2	-6
CC(=O)Oc1ccc(N2C(=O)C3C(C2=O)C(C(=O)c2ccc(Cl)cc2)N2CCCC32)cc1 (configuration not stated)	13	0	3	-4	-2	4	0	-6	-4.0	2

Screens (PubChem BioAssay)
